# Source: PubChem BioAssay
# Bcl-B TR3 displacers: displacers of TR3 peptide from Bcl-B, primary screen, selectivity assay for Bfl-1 inhibitor project, biochemical, fluorescence polarization | FP displacement of FITC-TR3 peptide from Bcl-B; higher % means a stronger effect | actives 0.11% (n = 96,000) | displacement, % at 20 µM, or IC50 in µM where a hit was titrated;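 active = displacement above 50% at 20 µM plus a fluorescence interference ratio under 1.5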;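 note: plate controls were wells without compound for no effect and wells lacking Bcl-B protein for full effect; a part of the inactive calls stands beside numbers as strong as those of hits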
# IL1B NFkB inh: blocks IL-1B driven NFkB nuclear translocation in HUVEC cells. HUVEC IL-1B NFkB p65 nuclear translocation imaging. inhibition, % at 2 µM. actives 0.43% (n = 94,000). AID 796;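 active = inhibition above about 30% together with a positive call from visual inspection of the well image, limit read from the data; inconclusive = inhibition above a set limit but visual check negative; inactive = inhibition not above a set limit, visual check negative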;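 note: nuclear over cytoplasmic p65 intensity ratio measured by imaging; 0% = IL-1B stimulated DMSO wells and 100% = unstimulated DMSO wells; values of inactives mirror those of a sister screen read the other way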
# MRP resist rev: compounds reversing MRP-mediated drug resistance; H69AR cells + 2 uM doxorubicin, CellTiter-Glo, 72 h; differential viability (reversal), % at 10 µM; actives 0.04% (n = 85,000);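 active = viability drop by adding the cancer drug above about 55%, with treated viability meeting a 40% cutoff, limit read from the data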;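 note: viability without doxorubicin minus viability with 2 µM doxorubicin for each compound; larger differential means the compound sensitizes cells more to doxorubicin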
# IL1B NFkB pot: enhances IL-1B driven NFkB nuclear translocation. AID 819. activation, % at 2 µM. HUVEC IL-1B NFkB p65 nuclear translocation imaging. actives 0.3% (n = 94,000);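 active = activation above 40%, about the mean plus 3 SD, also judged a hit on visual image review; inconclusive = activation above 40% but not a hit on visual review; inactive = activation not above 40% and no visual hit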;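 note: percent activation is computed from the nuclear over cytoplasmic p65 intensity ratio; values of inactives mirror those of a sister screen read the other way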
# PLAP inhibitors HTS: inhibition of human placental alkaline phosphatase – biochemical, luminescence, HTS (AID 690); purified PLAP, luminescent substrate; higher % means a stronger effect; one-dose inhibition, % at 20 µM; IC50 in µM for titrated hits; actives 0.08% (n = 96,000); in the data active = a potency from the dose series; inactive = the rest, 99 in 100 with inhibition below about 30%; note: strong numbers were not always called active
# MRP resist rev cytotoxicity: recorded beside MRP resist rev, whose call it bears; viability, %; H69AR cells, CellTiter-Glo, 72 h; measured here: cytotoxicity without doxorubicin
# MRP resist rev with doxorubicin: recorded beside MRP resist rev, whose call it bears; viability, %; measured here: viability with 2 uM doxorubicin; stronger effect = lower value
# IL1B NFkB inh cell count 2 µM: second read-out of IL1B NFkB inh, no call of its own (marks repeat the call); cell count; measured here: cells passing quality filter;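 raw number of nuclei counted in each imaged well without normalization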
# IL1B NFkB pot cell count 2 µM: recorded beside IL1B NFkB pot, whose call it bears; cell count; measured here: cells passing quality filter
# Active calls of the source: *; ? = inconclusive; . = no result given; & = joins results of further samples.
SMILES,Bcl-B TR3 displacers,IL1B NFkB inh,IL1B NFkB inh cell count 2 µM,MRP resist rev,MRP resist rev cytotoxicity,MRP resist rev with doxorubicin,IL1B NFkB pot,IL1B NFkB pot cell count 2 µM,PLAP inhibitors HTS
COc1ccc(Cn2c(O)c(C=NCCCn3ccnc3)c(=O)[nH]c2=O)cc1,5%,8,71,1,96,95,-8,71,-32%
OCCN1C2CCC1CC(O)(c1ccc(F)cc1)C2 (stereo not drawn),16%,-5,189,0,98,98,5,189,12%
CCCCN1C(=O)NC(=O)C2(Cc3cc(C)ccc3N(C)C2)C1=O (stereo not drawn),0%,-16,105,-4,88,93,16,105,-20%
Cc1cccn2c(=O)c3c(nc12)N1CCc2ccccc2C1C1(C3)C(=O)NC(=O)N(C)C1=O (stereo not drawn),-1%,1,200,-15,51,66,-1,200,-65%
COc1ccc(CCNCc2ccccn2)cc1OC,3%,36*,124*,-7,95,102,-36,124,-16%
CC(=NCCCN1CCOCC1)c1c(O)n(-c2ccccc2C)c(=O)[nH]c1=O,0%,0,159,3,90,86,0,159,-8%
Cc1cccc(N2C(=O)/C(=C/N3CCN(C(=O)c4ccco4)CC3)C(=O)NC2=S)c1,-12%,-23,165,.,.,.,23,165,-17%
Cc1cc(OC(=O)c2ccco2)c2c3c(c(=O)oc2c1)CCCC3,6%,-10,135,6,93,86,10,135,-5%
Cc1ccc(C2N(c3cc(C)on3)C(=O)C3CCCN32)cc1 (stereo not drawn),13%,-72,120,5,94,89,?,.,-8%
CNC(=O)ON(C(=O)NC)C1N(C)C(=S)SC1(C)C (stereo not drawn),-13%,-2,124,-10,93,104,2,124,18%
COc1ccc(CN2CCN(c3ccccc3)CC2)c(C)c1C,0%,3,187,.,.,.,-3,187,8%
Nc1ccccc1C(=O)c1ccccc1,1%,12,162,6,91,85,-12,162,22%
COc1cccc(-n2c(C)nc3ccccc3c2=O)c1,2%,0,112,0,89,89,0,112,-6%
O=[N+]([O-])c1ccc(N2CCNCC2)cc1NC1CC1,15%,-4,147,.,.,.,4,147,13%
CC(C)Oc1cc(-n2c(=S)[nH]c3ccccc3c2=O)c(Cl)cc1Cl,4%,6,100,.,.,.,-6,100,-29%
CN1CCc2c(c(N3CCCCC3)nc3n[nH]c(N)c23)C1,12%,3,98,.,.,.,-3,98,-32%
CC(=O)C1(c2ccccc2)CCNCC1,-4%,8,158,12,106,94,-8,158,16%
CN(C)CC#CCC(O)(c1ccccc1)C1CCCC1 (stereo not drawn),17%,-5,142,-7,80,87,5,142,11%
CC(c1ccccc1)n1cncc1C(=O)N1CCCC1=O (stereo not drawn),4%,5,210,7,98,91,-5,210,18%
c1ccc2c(NC3=NCCS3)cccc2c1,-3%,-9,127,-1,89,91,9,127,15%
CCCCSP1(=S)NCCCO1 (stereo not drawn),7%,-4,126,4,95,90,3,126,4%
Cc1ccc(C2CC(=O)C(C=NCCN3CCN(C(=O)Cc4ccccc4)CC3)=C(O)C2)cc1 (stereo not drawn),0%,-8,126,.,.,.,8,126,-31%
O=c1[nH]c(=O)n(C2CCCCC2)c(O)c1C1NCCc2ccccc21 (stereo not drawn),0%,.,.,-7,104,111,.,.,-56%
CCOC(C(=O)OCCC[N+](C)(CC)CC)(c1ccccc1)c1ccccc1,3%,-4,227,1,88,87,4,227,-35%
CCC(=NCCCN(C)C)c1c(O)n(-c2ccc(OC)cc2)c(=O)[nH]c1=O,0%,.,.,-1,88,90,.,.,2%
COc1ccc(C2SCC(=O)Nc3c2c(C)nn3C2CCOC(C)(C)C2)cc1 (stereo not drawn),-2%,0,148,19,95,76,-1,148,-26%
C=CCn1c(O)c(C=NCCN(C)C)c(=O)[nH]c1=O,-9%,1,110,-8,88,96,-1,110,-6%
Cc1nc2ccccc2c(=O)n1-c1ccccn1,-9%,10,116,.,.,.,-9,116,6%
CCC(=NCc1ccco1)c1c(O)n(C2CCCCC2)c(=O)[nH]c1=O,30%,-8,74,-29,32,61,9,74,6%
CCN(CC)CCNC(=O)c1c(O)c2ccccc2n(Cc2ccccc2)c1=O,1%,4,157,-13,27,39,-4,157,-34%

# 14 compounds out of the list, sorted by molar mass, high to low.
SMILES,Bcl-B TR3 displacers,IL1B NFkB inh,IL1B NFkB inh cell count 2 µM,MRP resist rev,MRP resist rev cytotoxicity,MRP resist rev with doxorubicin,IL1B NFkB pot,IL1B NFkB pot cell count 2 µM,PLAP inhibitors HTS
Cc1ccc(C2CC(=O)C(C=NCCN3CCN(C(=O)Cc4ccccc4)CC3)=C(O)C2)cc1 (stereo not drawn),0%,-8,126,.,.,.,8,126,-31%
CCN(CC)CCNC(=O)c1c(O)c2ccccc2n(Cc2ccccc2)c1=O,1%,4,157,-13,27,39,-4,157,-34%
CC(C)Oc1cc(-n2c(=S)[nH]c3ccccc3c2=O)c(Cl)cc1Cl,4%,6,100,.,.,.,-6,100,-29%
CCC(=NCCCN(C)C)c1c(O)n(-c2ccc(OC)cc2)c(=O)[nH]c1=O,0%,.,.,-1,88,90,.,.,2%
CCC(=NCc1ccco1)c1c(O)n(C2CCCCC2)c(=O)[nH]c1=O,30%,-8,74,-29,32,61,9,74,6%
O=c1[nH]c(=O)n(C2CCCCC2)c(O)c1C1NCCc2ccccc21 (stereo not drawn),0%,.,.,-7,104,111,.,.,-56%
CN1CCc2c(c(N3CCCCC3)nc3n[nH]c(N)c23)C1,12%,3,98,.,.,.,-3,98,-32%
CC(c1ccccc1)n1cncc1C(=O)N1CCCC1=O (stereo not drawn),4%,5,210,7,98,91,-5,210,18%
CN(C)CC#CCC(O)(c1ccccc1)C1CCCC1 (stereo not drawn),17%,-5,142,-7,80,87,5,142,11%
C=CCn1c(O)c(C=NCCN(C)C)c(=O)[nH]c1=O,-9%,1,110,-8,88,96,-1,110,-6%
O=[N+]([O-])c1ccc(N2CCNCC2)cc1NC1CC1,15%,-4,147,.,.,.,4,147,13%
Cc1nc2ccccc2c(=O)n1-c1ccccn1,-9%,10,116,.,.,.,-9,116,6%
c1ccc2c(NC3=NCCS3)cccc2c1,-3%,-9,127,-1,89,91,9,127,15%
CCCCSP1(=S)NCCCO1 (stereo not drawn),7%,-4,126,4,95,90,3,126,4%

# (listing goes on)
SMILES,Bcl-B TR3 displacers,IL1B NFkB inh,IL1B NFkB inh cell count 2 µM,MRP resist rev,MRP resist rev cytotoxicity,MRP resist rev with doxorubicin,IL1B NFkB pot,IL1B NFkB pot cell count 2 µM,PLAP inhibitors HTS
O=c1[nH]c(=S)n(Cc2ccco2)c(O)c1C=NCc1cccs1,16%,-10,171,-2,79,81,10,171,-28%
O=c1[nH]c(=O)n(Cc2ccc(F)cc2)c(O)c1C=NCCCN1CCOCC1,2%,-12,148,.,.,.,12,148,-12%
Cc1cccc(CS(=O)(=O)Cc2ccc(C(=O)N3CCC4(CC3)OCCO4)o2)c1,-3%,.,.,11,82,71,.,.,-43%
Cn1c(O)c(C(c2ccccn2)c2c(O)n(C)c(=S)n(C)c2=O)c(=O)n(C)c1=S,-5%,-12,156,.,.,.,11,156,2%
CC(=NCCC1=CCCCC1)c1c(O)[nH]c(=O)[nH]c1=O,6%,2,137,-11,88,99,-2,137,9%
CCC(C)N1C(=O)NC(=O)C2(Cc3cc(C)ccc3N(C)C2)C1=O (stereo not drawn),-3%,.,.,3,91,88,.,.,-57%
CCN(CC)c1ccc(CN2CC=C(c3ccc(F)cc3)CC2)cc1,-19%,-6,167,14,72,58,6,167,25%
Cc1ccc2nc(-c3ccncc3)cc(C(=O)N3CCC4(CC3)OCCO4)c2c1,0%,6,77,-11,51,61,-6,77,-40%
CC(C)CN(CC(C)C)c1ccc(C=C2C(=O)NC(=S)NC2=O)cc1[N+](=O)[O-],10%,4,96,.,.,.,-4,96,8%
COc1ccccc1OCC(=O)Nc1ccc(Cl)cc1C(=O)c1ccccc1,-4%,2,104,.,.,.,-2,104,15%
COc1ccccc1/C=N/N=C(/N)N[N+](=O)[O-],-5%,-1,134,17,101,84,1,134,8%
Cc1nn(C)c(C)c1/C=C1/CC2C3CC=C4CC(O)CCC4(C)C3CCC2(C)C1=O (stereo not drawn),.,-9,134,2,88,86,9,134,.
Cc1ccccc1C1=NCC(=O)N(CC(=O)N2CCCCC2)c2sc(C)c(C)c21,-7%,4,161,.,.,.,-4,161,-40%
CC(=NC(C)c1ccccc1)c1c(O)[nH]c(=O)[nH]c1=O (stereo not drawn),-54%,2,120,.,.,.,-2,120,-1%
CN1CCN(c2ccc(C(N)=O)cc2N)CC1,13%,-22,165,-6,86,92,22,165,2%
CC1N(O)C2CCCCCC2N1O (stereo not drawn),-3%,6,212,-13,95,108,-6,212,1%
CC(C)c1ccc(O)c(CN2CCN(c3ccccc3)CC2)c1,-8%,4,74,-11,99,109,-4,74,14%
CC1CN(O)C2CCc3nonc3C12O (stereo not drawn),-9%,-18,178,.,.,.,18,178,-18%
CC(C)c1ccc(OCC(=O)N2CCN(C)CC2)c(Br)c1,-4%,11,114,0,90,90,-11,114,-20%
CC(=O)OC1C2CCCC1C(N1CCCC1)CC2 (stereo not drawn),-14%&-14%,-2&-24,212&52,16&-17,108&81,92&98,2&24,212&52,2%&-8%
Cc1nc2ccccn2c1P(=S)(N1CCCCC1)N1CCCCC1,31%,-21,171,.,.,.,21,171,-51%
CCOc1ccc(-n2c(O)c(C=NCCN(CC)CC)c(=O)[nH]c2=O)cc1,-13%,-6,137,-8,102,111,6,137,4%
O=C(COc1ccccc1)N1CCN(Cc2c[nH]c3ccccc23)CC1,-2%,.,.,7,91,84,.,.,-31%
Cn1c(=O)cc(OCCCC(=O)N2CCC3(CC2)OCCO3)c2ccccc21,4%,2,123,17,87,70,-2,123,-17%
CCOC(=O)[C@@]1(C#N)C(c2ccc(Cl)c(Cl)c2)[C@H](C(N)=O)N2C=C(C(C)=O)C=C[C@H]21 (stereo partly drawn),31%,-9,168,10,95,85,9,168,-1%
Cc1cc(C)cc(NC(=S)NC2CC3CCCC(C2)N3Cc2cccs2)c1 (stereo not drawn),-6%,-4,123,.,.,.,4,123,-195%
O=C1NC(=O)C(CCc2ccncc2)(C2CCCCC2)C(=O)N1,0%,4,171,21,106,85,-4,171,-10%
CCCCn1c(O)c(C(CC)=NCc2ccco2)c(=O)[nH]c1=O,-16%,8,187,-9,77,86,-9,187,-4%
COC(=O)CC1=C(C(=O)OC)C2(C(=O)N(C)c3ccccc32)C(C#N)=C(N)O1 (stereo not drawn),2%,.,.,-5,103,108,.,.,2%
O=C(NC(Cc1ccccc1)C(=O)N1CCC2(CC1)OCCO2)C1CCCCC1 (stereo not drawn),5%,-3,132,2,91,88,3,132,-15%
Cn1c[n+](C)cc1C(O)c1ccccc1 (stereo not drawn),15%&2%,5&-13,118&156,5&-5,95&83,90&88,-5&13,118&156,-17%&6%
COC(=O)C(C)Oc1cc(C)cc2oc(=O)c3c(c12)CCCC3 (stereo not drawn),-7%,-2,126,-9,67,75,2,126,-14%
O=C1CC(N2CC=C(c3ccccc3)CC2)C(=O)N1c1ccc(F)cc1 (stereo not drawn),7%,.,.,0,102,102,.,.,-37%
CC12CN3CN(C1)CC(c1ccccc1)(C3)C2=O,.,-8,121,13,95,82,8,121,.
O=C(NCc1cccnc1)NC1CCCCC1,-2%,16,53,0,88,88,-16,53,14%
CNC(=O)Oc1ccc2c(c1)C(=O)c1ccccc1CO2,6%,5,172,-7,88,95,-5,172,25%
CCOC(=O)C1=C(C)OC(N)=C(C(=O)OCC)C12C(=O)Nc1ccc(Br)cc12 (stereo not drawn),-2%,-9,72,0,73,73,9,72,-50%

# Look-ups from the results shown:
# c1ccc2c(NC3=NCCS3)cccc2c1 in IL1B NFkB inh cell count 2 µM is entered as 127
# CC(c1ccccc1)n1cncc1C(=O)N1CCCC1=O (stereo not drawn) in MRP resist rev is entered as 7

# Some of the compounds tested, so the mix of outcomes need not match the whole.
